# EWS-Fli block – EWS/Fli-driven NR0B1 reporter inhibitors, primary screen, A673 cells, NR0B1 luciferase, luminescence, MLPCN library | viability-normalised | inhibition, % at 12.6 µM | 350,000 compounds, 0.67% hits;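 active = mean inhibition of at least 50% after viability correction, with every replicate also passing that limit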;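 note: firefly luciferase signal divided by Alamar Blue viability fluorescence both relative to DMSO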
# Cneo AK release – Cryptococcus neoformans cell lysis inducers, primary screen, AK release luminescence, single concentration | C. neoformans lysis, adenylate kinase release luminescence, 4 h; normalised: neutral wells 0, clomiphene wells 100 | lysis activity, % at 15 µM | 360,000 compounds, 0.2% hits;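 active = mean lysis activity across replicates of at least 80%, whatever share of replicates individually reach that level; inactive = mean lysis activity below 80%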
#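 Schedule: static 4 h at 37 °C with compound, 1 h detection; system: C. neoformans cells; benchmarks: Clomiphene as positive control; buffer or medium: fresh YPD medium; measure: luminescence rise reflecting yeast cell lysis; measured by: luminescent adenylate kinase detection reagent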
# LGR2 inh – inhibitors of bursicon-induced LGR2 CRE-luciferase signal, primary screen, cell-based, HEK293, CRE-luciferase reporter, bursicon stimulation. Drosophila bursicon receptor LGR2 (rickets). bursicon-stimulated, 4 h. inhibition, % at 9.99 µM. 380,000 compounds, 0.35% hits. AID 720647, 2013;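 active = drop in luminescence signal, shown as inhibition above about 50% in the replicate tests, limit read from the data, passing the limit was not always enough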;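 note: agonist challenge used bursicon conditioned medium at about half maximal strength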
# PGC1a acetyl inh – inhibitors of PGC1a acetylation signal, primary screen, cell-based, U2OS, AlphaScreen, inhibitor mode; AlphaScreen anti-acetyl-lysine; with virally co-expressed GCN5 acetyltransferase; 350,000 compounds, 0.17% hits; AID 651687, 2012; inhibition, % at 15.6 µM;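 active = every replicate shows inhibition of at least 40%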;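 note: 0% = neutral control wells and 100% = positive control wells; some results beyond the cut were filed as inactive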
# PAX8 reporter – inhibitors of PAX8-driven TPO luciferase reporter, primary screen, RMG-I cells, single concentration; SteadyGlo, 24 h; AID 652154, 2013; inhibition, % at 12.6 µM; 360,000 compounds, 1.2% hits;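 active = mean replicate inhibition at least 60% with every replicate also reaching 60%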;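 note: luciferase light reporting Pax8 driven TPO promoter activity; plate controls were median of neutral control wells for no effect and mitoxantrone controls for full effect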
# FN deposition inh – inhibitors of fibronectin matrix deposition, primary screen, AH1F cells, Alexa488-fibronectin fluorescence, plate reader | 350,000 compounds, 0.086% hits | inhibition, % at 12.6 µM | AH1F fibroblasts, overnight;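 active = mean inhibition across replicates of 30% or more, regardless of how many single replicates reach that level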;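 note: positive control wells lacked labelled fibronectin entirely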
#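 Measured by – fluorescence 485/525 nm · System – AH1F fibroblast monolayer, labelled fibronectin deposition · Amount – 10000 cells per well · Buffer or medium – serum-reduced DMEM (2% serum) · Doses – single dose, pinned · Also added – fluorescent fibronectin at 24 nM final · Schedule – 1 h cell attachment, overnight exposure to compound and label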
# miR122 inh – miR-122 Renilla sensor signal increase in Huh7, primary screen, miR-122 inhibitor project, cell-based, single point, plate reader; Huh7 miR-122 Renilla luciferase sensor, 48 h; neutral wells = 0, positive control = 100; activation (reporter increase), % at 12.5 µM; 340,000 compounds, 0.3% hits;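 active = mean replicate activation score at least 90 and every replicate individually at or above 90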;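 note: higher luciferase means less miR-122 activity so hits act as miR-122 inhibitors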
# CASP6 VEID inh – human caspase-6 inhibitors, primary screen, biochemical, VEID-R110 fluorescence, single point, set 2; 350,000 compounds, 0.53% hits; AID 686996, 2013; purified caspase-6, Z-VEID-R110 cleavage fluorescence; inhibition, % at 12.5 µM; P55212;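 active = mean inhibition across replicates at least about 35%, with every replicate also reaching that limit, limit read from the data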;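 note: 0% = median of neutral control wells and 100% = no fluorescence left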
# Target sequence (P55212 24-179 limits assumed): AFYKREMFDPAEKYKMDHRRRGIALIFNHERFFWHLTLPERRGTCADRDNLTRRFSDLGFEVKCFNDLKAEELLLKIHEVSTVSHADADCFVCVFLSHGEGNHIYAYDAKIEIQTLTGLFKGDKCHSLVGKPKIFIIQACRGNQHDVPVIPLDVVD
# Target sequence (P55212 194-293 limits assumed): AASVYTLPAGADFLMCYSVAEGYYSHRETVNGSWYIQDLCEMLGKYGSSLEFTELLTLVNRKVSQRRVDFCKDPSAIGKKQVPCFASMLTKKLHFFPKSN
# Active calls of the source: *; / = not tested or not shown; [ ] = another dose, or the depositor's remark.
no.	SMILES	CASP6 VEID inh	Cneo AK release	miR122 inh	PGC1a acetyl inh	LGR2 inh	PAX8 reporter	FN deposition inh	EWS-Fli block
1	CC(Nc1ccccc1)c1cccnc1 (configuration not stated)	-2	/	/	6	3	-4	-4	5
2	S=c1[nH]nc(-c2ccc(Br)cc2)n1-c1ccc(Br)cc1	0	-1	-1	12	-8	-6	-5	14
3	CN(c1ccccc1)S(=O)(=O)c1cccc(C(=O)Nc2cccc(C(=O)NC3CC3)c2)c1	2	-2	4	-3	-14	/	8	4
4	CCCCCn1nnnc1C1(C)CCC(=O)N1Cc1ccco1 (configuration not stated)	2	/	/	/	1	8	-3	5
5	COc1ccc(S(=O)(=O)N(C)C[C@@H]2Oc3ccc(NC(=O)C4CC4)cc3CC(=O)N([C@@H](C)CO)C[C@H]2C)cc1	2	-1	-4[16.7 µM]	-2	-2	/	/	-1
6	CCCN(CC(=O)Nc1ccc(Cl)cc1Cl)C(=O)/C=C/c1cccc([N+](=O)[O-])c1	0	1	3	/	/	14	-2	-2
7	C[C@H](CO)N1C[C@H](C)[C@H](CN(C)S(=O)(=O)c2cn(C)cn2)Oc2ccc(NC(=O)Nc3ccc(F)cc3)cc2CC1=O	/	/	-7[16.7 µM]	-13	-8	3	/	-6
8	COc1ccc(C(=O)Nc2ccc(Cl)cc2C(=O)NCc2ccco2)cc1	/	0	2	4	/	-6	/	/
9	O=C(CS(=O)(=O)c1ccc(F)cc1)Nc1nnc(-c2cccs2)o1	4	/	-8	7	9	-4	0	-9
10	O=C(Cc1ccc([N+](=O)[O-])cc1)Nc1ccc2c(c1)C(=O)NC2=O	-3	/	/	5	0	-3	11	10
11	O=C(CN1C(=O)c2ccccc2C1=O)OCC(=O)N1CCN(c2ccccc2)CC1	2	-1	/	/	-11	-15	-1	-3
12	COc1ccc(S(=O)(=O)N2CCOCC2)cc1NC(=O)c1ccccc1C	0	1	6	6	6	/	-2	2
13	CC(C)OC(=O)CSc1nnc(-c2ccco2)n1N	-1	11	4	15	0	-2	0	5
14	Cc1cc2nc(-c3cccc(Br)c3)c(CC3CCCCC3)n2c(C)c1Br	0	/	/	/	1	34	-9	-2
15	COc1ccc(C(C)=O)cc1COc1cc(C)c(Cl)c(C)c1	1	0	-2	-9	-1	14	2	3
16	Cc1cc(NC(=O)CSc2nnc(C3CC3)n2-c2ccccc2)no1	3	/	/	/	-6	3	17	-2
17	CC(C)Cc1nnc(NC(=O)CCC(=O)NC2CC2)s1	-1	-1	-1	0	-4	5	15	1
18	O=C(N/N=C/C(Br)=C/c1ccccc1)c1ccncc1	1	/	/	/	-7	7	5	8
19	CCn1c(SCC(=O)N2CCCC2)nnc1-c1ccc(S(=O)(=O)N2CCCCCC2)cc1	2	2	-2	-11	-21	/	-8	/
20	COc1ccc(-c2ccc([C@@H]3[C@@H](CO)N4C(=O)CN(C(=O)NC(C)C)C[C@@H]34)cc2)cc1	/	/	/	1	7	15	/	15
21	COc1cc(OC)c(NC2=CC(=O)C(=O)c3ccccc32)cc1Cl	9	0	0	5	-13	93*	9	-3
22	C[C@H](CO)N1C[C@H](C)[C@H](CN(C)C(=O)Nc2ccccc2)Oc2ccc(NC(=O)c3ccncc3)cc2CC1=O	1	-3	4[16.7 µM]	5	10	-9	/	-15
23	Cc1cc(C)cc(NC(=S)N2CCC(NC(=O)C3CC3)CC2)c1	1	-4	/	/	-6	-14	10	2
24	CCN(CC(=O)NCc1ccc(Cl)cc1)Cc1cc(=O)n2ccsc2n1	1	/	/	-4	-7	7	/	-2
25	CO[C@@H]1CN(C)C(=O)c2cc(NS(=O)(=O)c3ccccc3)ccc2OC[C@H](C)N(Cc2cccnc2)C[C@H]1C	0	-5	/	-4	6	5	-4	-7
26	O=C(Nc1ccccc1)C1CC(O)CN1S(=O)(=O)c1ccc([N+](=O)[O-])cc1 (configuration not stated)	5	-1	-6	7	-12	25	-7	-5
27	COc1ccc(CN(C)C[C@@H]2Oc3c(NS(=O)(=O)c4ccc(C)cc4)cccc3C(=O)N([C@H](C)CO)C[C@H]2C)cc1	1	0	10[16.7 µM]	0	-11	-15	/	-3
28	COc1ccc(-c2coc3c(C)c4oc(=O)c(CC(=O)O)c(C)c4cc23)cc1	-2	0	-5	2	-4	5	14	8
29	Cc1ccccc1C(=O)c1cccn1CC(=O)NC(C)CCc1ccccc1 (configuration not stated)	5	-3	-3	-17	2	-2	1	9
30	CC(C)c1ccc(C(=O)NCCCN2CCOCC2)cc1	-15	1	1	2	0	-61	2	-41
31	Cc1cc(C)cc(N(C(=O)c2nsc(Cl)c2Cl)C(C(=O)NC2CCCC2)c2ccc(O)cc2)c1 (configuration not stated)	-7	/	/	/	40	22	4	-60
32	Cc1ccc(N2CC(C(=O)NCc3ccc4c(c3)OCO4)CC2=O)cc1C (configuration not stated)	/	-2	-7	4	/	-7	-15	/
33	CCOc1ccc(NC(=O)CSc2nc3ccsc3c(=O)n2CCCCCC(=O)O)cc1	11	0	-6	-7	0	6	0	-11
34	CNC[C@H]1OCc2ccccc2-c2ccccc2C(=O)N([C@H](C)CO)C[C@@H]1C	0	-3	/	1	3	-7	-5	-7
35	O=C(Nc1ccccc1F)C1CCCC1	2	1	-2	-2	/	-30	-6	-5
36	COc1cccc(C(=O)/C=C/Nc2ccc(S(=O)(=O)Nc3cc(OC)nc(OC)n3)cc2)c1	-5	/	2	/	1	2	-3	-4
37	CS(=O)(=O)N1CC2(C1)[C@H](c1ccccc1)[C@@H](CO)N2Cc1ccccn1	0	/	/	4	-3	-12	/	1
38	Cc1cc(C)cc(NC(=O)Nc2ccc3c(c2)C(=O)N(C)[C@@H]2CC[C@@H](CC(=O)O)O[C@H]2CO3)c1	/	-3	23[16.7 µM]	7	-8	-1	-2	3
39	CC1(c2nc3ccccc3[nH]2)c2ccccc2C(=O)N1Cc1ccccn1 (configuration not stated)	-1	/	/	/	2	5	-1	5
40	O/N=C(\c1ccccc1)c1nccc2ccccc12	-4	1	-8	4	-17	26	-3	0
41	COc1ccc(-c2c(C)cc3oc(=O)cc(-c4ccccc4)c3c2C)cc1	-2	14	0	-17	-19	-22	/	0
42	C/C=C/c1ccc2c(c1)O[C@H](CN(C)S(C)(=O)=O)[C@@H](C)CN([C@H](C)CO)S2(=O)=O	2	-7	1[16.7 µM]	2	4	/	5	-8
43	CN(C[C@H]1[C@H](c2ccccc2)[C@@H](CO)N1C(=O)C1CC1)C(=O)c1ccccn1	/	0	36[16.7 µM]	5	-6	-8	0	2
44	Fc1ccc(NC(=S)N2CCn3cccc3C2c2cccnc2)cc1 (configuration not stated)	1	0	8	4	-7	14	-5	4
45	O=C(Nc1ccc(F)cc1)N[C@@H]1CC[C@@H](CCNC(=O)c2ccccc2F)O[C@@H]1CO	-1	/	/	0	5	/	/	0
46	Cc1ccc(NC(=O)CN(C)CC(=O)Nc2ccccc2Oc2ccccc2)cc1	0	/	/	-9	6	13	-2	11
47	Cc1ccc(S(=O)(=O)CCC(=O)Nc2nnc(-c3ccc(F)cc3)o2)cc1	1	0	0	-7	-7	18	/	-1
48	O=C(COc1ccc(F)cc1)Nc1ccc(-n2cnnn2)cc1	/	4	-5	-3	/	-26	-1	/
49	COc1ccc(/C=N/NC(=O)c2cc(-c3ccccc3)nc3ccccc23)c(C(=O)O)c1OC	1	-5	-10	0	4	20	-6	-16
50	Cc1cccc(N2CCN(C(=O)c3cccc(NC4=NC5CS(=O)(=O)CC5S4)c3)CC2)c1C (configuration not stated)	0	-1	-11	11	-27	24	-6	6
51	Cc1ccc(NC(=O)NCc2ccc3[nH]c(C)cc3c2)cc1	-3	/	/	1	-15	-2	-1	-44
52	CCN(C(=O)CSc1nnc(COc2cccc(C)c2)o1)c1nc(C)cs1	-2	6	6	/	3	5	-4	-3
53	O=C(CSc1nncs1)N1CCN(S(=O)(=O)c2ccccc2)CC1	-1	0	-1	3	6	-41	7	-1
54	COc1ccc(/C=C(/NC(=O)c2ccccc2)C(=O)NC(Cc2c[nH]c3ccccc23)C(=O)O)cc1 (configuration not stated)	2	-4	0	4	13	10	/	8
55	O=C(NCc1ccco1)c1ccc(NS(=O)(=O)c2cccc([N+](=O)[O-])c2)cc1	2	0	4	/	21	-3	12	-1
56	S=c1[nH]cc(Cc2ccccc2)s1	/	4	9	/	-31	-14	/	/
57	Cc1ccccc1C(=O)NC(=S)Nc1ccc2[nH]c(=O)[nH]c2c1	1	1	-10	6	5	-13	-21	9
58	COc1ccccc1N(CC(=O)NCCSc1ccccn1)S(=O)(=O)c1ccccc1	1	-1	-3	19	-4	10	1	4
59	N#CC1c2ccccc2-c2ccccc2N1C(=O)c1ccccc1 (configuration not stated)	-2	-1	98*	-3	1	58	/	55*

# For convenience, ten of the compounds above.
no.	SMILES	CASP6 VEID inh	Cneo AK release	miR122 inh	PGC1a acetyl inh	LGR2 inh	PAX8 reporter	FN deposition inh	EWS-Fli block
50	Cc1cccc(N2CCN(C(=O)c3cccc(NC4=NC5CS(=O)(=O)CC5S4)c3)CC2)c1C (configuration not stated)	0	-1	-11	11	-27	24	-6	6
51	Cc1ccc(NC(=O)NCc2ccc3[nH]c(C)cc3c2)cc1	-3	/	/	1	-15	-2	-1	-44
52	CCN(C(=O)CSc1nnc(COc2cccc(C)c2)o1)c1nc(C)cs1	-2	6	6	/	3	5	-4	-3
53	O=C(CSc1nncs1)N1CCN(S(=O)(=O)c2ccccc2)CC1	-1	0	-1	3	6	-41	7	-1
54	COc1ccc(/C=C(/NC(=O)c2ccccc2)C(=O)NC(Cc2c[nH]c3ccccc23)C(=O)O)cc1 (configuration not stated)	2	-4	0	4	13	10	/	8
55	O=C(NCc1ccco1)c1ccc(NS(=O)(=O)c2cccc([N+](=O)[O-])c2)cc1	2	0	4	/	21	-3	12	-1
56	S=c1[nH]cc(Cc2ccccc2)s1	/	4	9	/	-31	-14	/	/
57	Cc1ccccc1C(=O)NC(=S)Nc1ccc2[nH]c(=O)[nH]c2c1	1	1	-10	6	5	-13	-21	9
58	COc1ccccc1N(CC(=O)NCCSc1ccccn1)S(=O)(=O)c1ccccc1	1	-1	-3	19	-4	10	1	4
59	N#CC1c2ccccc2-c2ccccc2N1C(=O)c1ccccc1 (configuration not stated)	-2	-1	98*	-3	1	58	/	55*

# From PubChem BioAssay
